IMPase cell inh: qHTS Assay for Identifying the Cell-Membrane Permeable IMPase Inhibitors; CHO-M1 cells, IP1 accumulation, HTRF TR-FRET ratio; 120,000 tested, under 10 active; AID 901, 2007; inhibition (IP1 accumulation), % at 46.1 µM; Inositol monophosphatase 1 (Rattus norvegicus), P97697; active means well fitted curve in the direction sought with a large enough effect in the signal ratio, not every such curve was filed as active; inconclusive means small, poorly fitted or top-dose-only effect, or a change in a side signal; inactive means no such curve, though single readings can be large or run the other way; the % refers to the signal ratio;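 further: cells stimulated with carbachol in lithium chloride buffer; plate controls were DMSO basal wells for no effect and reference inhibitor wells for full effect; higher means more IMPase inhibition seen as more IP1 and lower FRET ratio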
Target sequence (P97697 whole entry, looked up): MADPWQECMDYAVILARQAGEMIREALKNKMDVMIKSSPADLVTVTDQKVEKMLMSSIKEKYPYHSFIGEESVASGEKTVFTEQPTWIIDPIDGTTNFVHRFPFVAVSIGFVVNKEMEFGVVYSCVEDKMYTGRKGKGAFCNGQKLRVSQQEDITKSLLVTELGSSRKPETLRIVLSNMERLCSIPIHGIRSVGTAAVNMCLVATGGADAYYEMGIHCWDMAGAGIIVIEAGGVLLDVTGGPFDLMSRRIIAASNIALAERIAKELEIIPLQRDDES
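The IP-One HTRF competitive assay in carbachol-stimulated CHO-M1 cells quantifies cellular IP1. Compounds spanned up to 46 uM final, and activity is expressed as AC50 from concentration-response fits of the ratio and donor data.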
15-hLO-2 inh: qHTS Assay for Inhibitors of 15-hLO-2 (15-human lipoxygenase 2); Polyunsaturated fatty acid lipoxygenase ALOX15B (Homo sapiens), O15296; AID 881, 2007; 110,000 compounds, 0.56% hits; purified 15hLO-2, xylenol orange hydroperoxide absorbance; Potency, µM (highest dose often 57.1 µM), inactives show at the top dose activity change, negative = inhibition, usual class: inhibitors; further: potency means the concentration at half of the fitted maximal effect; nearly all actives have a fitted effect of over 60% in size; many of its hits are not listed in these tables
Target sequence (O15296 whole entry, looked up): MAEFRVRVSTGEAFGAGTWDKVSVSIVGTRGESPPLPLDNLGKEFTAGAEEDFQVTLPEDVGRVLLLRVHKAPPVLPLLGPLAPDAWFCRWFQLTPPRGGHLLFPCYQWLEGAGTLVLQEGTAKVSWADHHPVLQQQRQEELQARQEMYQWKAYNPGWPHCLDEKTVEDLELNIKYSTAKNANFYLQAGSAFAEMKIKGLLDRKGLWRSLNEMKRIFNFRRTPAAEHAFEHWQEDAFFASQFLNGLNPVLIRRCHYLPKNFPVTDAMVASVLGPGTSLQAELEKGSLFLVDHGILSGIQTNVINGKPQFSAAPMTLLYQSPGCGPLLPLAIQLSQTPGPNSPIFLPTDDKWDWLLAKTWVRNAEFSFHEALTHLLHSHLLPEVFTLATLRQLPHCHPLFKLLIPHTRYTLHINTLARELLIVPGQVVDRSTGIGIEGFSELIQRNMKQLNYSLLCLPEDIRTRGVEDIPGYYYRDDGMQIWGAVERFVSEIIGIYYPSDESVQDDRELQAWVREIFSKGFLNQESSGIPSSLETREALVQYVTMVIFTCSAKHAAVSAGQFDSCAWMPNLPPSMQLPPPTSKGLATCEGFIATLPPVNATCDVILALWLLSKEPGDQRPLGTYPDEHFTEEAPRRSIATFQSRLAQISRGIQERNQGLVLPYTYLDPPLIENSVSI
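Enzyme 50 nM, AA 45 uM, 25 mM Hepes pH 7.5 + 0.01% Triton X-100; cpd preinc 15 min RT, rxn 90 min RT; stop/detect with 200 uM XO + 300 uM Fe(II) in 50 mM H2SO4, 30 min; A573/A405.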
12-hLO inh: qHTS Assay for Inhibitors of 12-hLO (12-human lipoxygenase); Potency, µM (highest dose often 57.1 µM), without a hit: top-dose activity change, negative = inhibition, usual class: inhibitors; Polyunsaturated fatty acid lipoxygenase ALOX12 (Homo sapiens), P18054; 150,000 compounds, 0.12% hits; purified 12-hLO, xylenol orange hydroperoxide absorbance; further: potency means the concentration at half of the fitted maximal effect; nearly all actives have a fitted effect of over 55% in size; many of its hits are not listed in these tables
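Hydroperoxide output read as Fe(III)-xylenol orange absorbance, 573-to-405 nm ratio, after 30 min reaction with 40 uM arachidonic acid. Enzyme: 150 nM purified human 12hLO, 15 min compound preincubation; 25 mM Hepes pH 7.0, room temperature.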
PNC assembly inh: High Content Assay for Compounds that inhibit the Assembly of the Perinucleolar Compartment. 140,000 compounds, 3.1% hits. PC3M PTB-GFP, PNC prevalence imaging, 16 h; hits give low values. AID 2417, 2010. activity change (PNC), negative = inhibition, % at 10 µM;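 active means readout at or below -70, meaning at least 70% loss of cells showing the perinucleolar compartment, a nuclear body marking cancer cells; inconclusive means readout between -30 and a set limit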;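 further: plate controls were DMSO wells for no effect and camptothecin positive control wells for full effect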
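Read-out is percentage of cells bearing a perinucleolar compartment, from automated 20x imaging of fixed, Hoechst-stained PC3M PTB-GFP cells. Cells were seeded 4 h, then exposed 16 h to compound (23 nl of library stock) in duplicate plates.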
An asterisk follows results filed as active; ? = inconclusive; . = not tested or not shown; [ ] = another dose, or the depositor's remark. Unless noted, the call rests on the fitted dose curve; in most records, active means well fitted curve in the direction sought with a large enough effect; inconclusive means small, poorly fitted or top-dose-only effect, or another doubt; inactive means no such curve, though single readings can be large; an effect the other way counts as inactive or inconclusive. Unless noted, on the % scale 0 is the no-effect control and ±100 the full control effect.

SMILES	IMPase cell inh	15-hLO-2 inh	12-hLO inh	PNC assembly inh
C[C@@H]1C[C@H]2[C@@H]3CCC4=CC(=O)C=C[C@]4(C)[C@@]3(F)[C@@H](O)C[C@]2(C)[C@@]1(O)C(=O)COP(=O)(O)O	.	.	1%	81
O=C(O)CNC(=O)CCN1C(=O)c2ccccc2C1=O	?	3%	-4%	15
CCOC(=O)c1cc(C)sc1NC(=O)C(c1ccccc1)c1ccccc1	.	.	-1%	9
O=C(O)c1ccccc1-c1ccccc1C(=O)NCc1ccco1	1	7%	-2%	35
O=S(=O)(c1ccc(Cl)s1)N1CCc2ccccc2C1	9	1%	-5%	16
COc1cccc(C(=O)Nc2c(C)n[nH]c2C)c1	1	-1%	7%	26
CCOC(=O)COc1ccc(/C=C2/SC(=Nc3ccccc3)N(Cc3cccnc3)C2=O)cc1OC	?	26%	1%	?
O=C(NNC(=O)C(c1ccccc1)c1ccccc1)c1ccccn1	.	.	-7%	-29
O=C(c1cnccn1)N1CCC2(CCCN(c3ccc(-c4ccccc4)cc3)C2)CC1	.	9%	-22%	.
O=C(CSc1nc2ccccc2n1CC(=O)NCc1ccccc1)NCc1ccco1	0	2%	0%	-22
N#Cc1ccc(OCC(=O)Nc2ccccc2NS(=O)(=O)c2cccs2)cc1	.	.	-1%	6
Brc1ccccc1-c1nnc(CSc2nnc3sc4ccccc4n23)o1	-4	-9%	3%	-17
FC(F)(F)c1ccc(CN2C[C@@H]3C(c4ccc(C(F)(F)F)cc4)C4(c5ccccc5)CC3(C4)[C@H]2c2ccccc2)cc1 (stereo not given in full)	.	17%	-2%	.
CCOc1ccc(NC(=O)CSc2nccn2C)cc1	-3	.	4%	-100*
O=c1[nH]c(=O)n(-c2ccccc2)c2c1C(C(F)(F)F)(C(F)(F)F)N=C(C1CCCCC1)N2	.	.	-1%	-15
COc1ccccc1-n1c(SCc2cc(=O)oc3cc(O)ccc23)nc2ccccc2c1=O	.	.	-5%	-7
C[N+]1([C@H](CO)Cc2c[nH]c3ccccc23)Cc2ccccc2C1	.	3%[11.4 µM]	-1%[11.4 µM]	.
Cc1nn(C)c(C(=O)NNC(=S)NCc2ccco2)c1Cl	-11	.	2%	232
CC1(C)Cc2ccccc2C(=O)N1	0	3%	1%	-5
COc1ccc(/C=C2\SC(c3ccc(C)cc3)=NC2=O)cc1OC	7	?	3%	39
CN(CCCCCC(=O)/C=N/O)Cc1ccccc1	5	.	-4%	36
O=C(CN1CCN(Cc2ccc(Cl)cc2)CC1)N/N=C/c1c[nH]c2ccccc12	.	.	-4%	-27
Clc1cccc2c1Sc1ccccc1CC2N1CCNCC1 (stereo not given)	.	.	?	20
Cc1ccc(N2C(=O)[C@@H]3C(C(=O)C(c4ccccc4)c4ccccc4)=NN[C@@H]3C2=O)cc1	-10	.	-5%	?
c1ccc(CSc2nnc(-c3ccco3)n2Cc2ccco2)cc1	3	-11%	-5%	-11
Following part:
SMILES	IMPase cell inh	15-hLO-2 inh	12-hLO inh	PNC assembly inh
Nc1c2c(nc3ccc(Br)cc13)N(c1ccccc1)CC2	4	22%	-23%	34
COCCSc1nnc(NC(=O)COC)s1	7	-2%	-5%	41
CC(NC(=O)Cn1nc(C(=O)O)c2ccccc2c1=O)c1ccccc1 (stereo not given)	.	.	1%	?
COc1ccc2ncc(S(=O)(=O)c3ccccc3)c(N3CCC4(CC3)OCCO4)c2c1	6	.	-11%	2
O=S(=O)(c1ccccc1Cl)N1CCCC1c1nc(-c2ccccc2Cl)no1 (stereo not given)	4	.	-2%	9
CCCNC(=O)Cn1cnc2sc(C(=O)Nc3ccc4c(c3)OCO4)c(C)c2c1=O	1	?	2%	23
Cc1cc(C)nc(SCC(=O)c2cc3ccccc3oc2=O)n1	8	-8%	-19%	-29
O=C(O)C1CC=C(Cl)CC1C(=O)NCC1OCCc2ccccc21 (stereo not given)	1	-20%	-5%	20
FC(F)(F)c1nc(N2CCCC2)ncc1-c1nnnn1-c1ccc(Cl)cc1	3	-3%	-2%	-25
Cc1cc(S(=O)(=O)N2CCOCC2)ccc1F	-3	0%	3%	4
CC(C)COC(=O)N1CCCC1C(=O)O (stereo not given)	-7	.	1%	?
CCOC(=O)c1oc2ccccc2c1CN1CCN(C(=O)c2ccccc2)CC1	13	.	-4%	-109*
COCCn1c(Sc2ccccc2)nc2c1c(=O)[nH]c(=O)n2C	3	-9%	-2%	1
CC(=O)c1c(C)[nH]c(C(=O)CSc2nnc(CN3CCCCCC3=O)n2-c2ccccn2)c1C	2	-3%	-1%	7
S=c1[nH]nc(-c2ccc3ccccc3n2)n1-c1ccc(Cl)cc1	-18	.	1%	-6
COc1ccc(OC)c(C2CC(=O)N3CN(c4ccccc4F)CSC3=C2C#N)c1 (stereo not given)	6	32µM*	32µM*	7
COC(=O)c1c(-c2ccccc2)csc1N	9	-6%	-13%	23
CC1CCc2c(sc3c2C2=NS(=O)(=O)CCN2C=N3)C1 (stereo not given)	-4	-3%	-4%	30
CC#CCC(CC#CC)c1nc2ccccc2c(=O)n1N	.	.	-1%	29
O=C(CSC(=S)N1CCCCC1)N1N=CCC1c1ccccc1 (stereo not given)	2	-13%	1%	?
CCOC(=O)C1=C(C)NC(C)=C(C(=O)OCC)C1C(=O)O	1	1%	0%	24
OC[C@@H]1[C@@H](c2ccc(F)cc2)C(c2ccc(F)cc2)=NN1c1ccccc1	.	-23%[0.0915 µM]	-9%[0.00818 µM]	.
O=C(Nc1ccccc1F)C1CCCN(S(=O)(=O)c2cccc3cccnc23)C1 (stereo not given)	-2	3%	4%	-9
CCSc1nc2cc(OC)c(OC)cc2c(=O)n1CCc1ccccc1	2	5%	1%	-1
Cc1ccc(C(=O)N2CC(C)OC(C)C2)c(Cl)c1 (stereo not given)	0	11%	5%	5

Arranged by the number under 15-hLO-2 inh (descending): 3 of the compounds above
structure | 15-hLO-2 inh
Cc1ccc(C(=O)N2CC(C)OC(C)C2)c(Cl)c1 (stereo not given) | 11%
COC(=O)c1c(-c2ccccc2)csc1N | -6%
Cc1cc(C)nc(SCC(=O)c2cc3ccccc3oc2=O)n1 | -8%

(cont.)
SMILES	IMPase cell inh	15-hLO-2 inh	12-hLO inh	PNC assembly inh
Cc1noc(C)c1CSc1nc2sc(C)c(C)c2c(=O)n1-c1ccccc1	-5	2%	4%	?
Cc1ccnc(NC(=O)COc2c(C)cc(C)cc2[N+](=O)[O-])c1	.	.	-2%	?
O=C(CP(=O)(c1ccccc1)c1ccccc1)N1CCCCC1	5	6%	-3%	?
CC(=O)Nc1ccc(-n2c(C)c(C(C)=O)c(C(C)=O)c2C)cc1	8	-5%	-8%	8
CCCS(=O)(=O)c1c(S(=O)(=O)CCC)c2cnccn2c1C(=O)c1ccc(Cl)cc1	0	0%	-5%	-18
COc1ccc(C2Nc3ccccc3C(=O)N2c2ccc(F)cc2)cc1CSc1ccccn1 (stereo not given)	-4	.	-3%	?
CCC(C)NCCOc1ccc(Br)cc1 (stereo not given)	4	6%	-4%	40
CN(Cc1ccccc1)C(=O)[C@H](Cc1ccc2ccccc2c1)NC(=O)[C@@H]1C[C@@H](O)CN1C(=O)c1cn(C)c2ccccc12	.	?	-2%[0.00818 µM]	.
Cc1cc(C)c(NC(=O)C2CCCN2CCOC(=O)c2ccccc2)c(C)c1 (stereo not given)	.	.	-1%	?
COc1ccccc1OC1=NS(=O)(=O)c2ccccc21	4	?	-4%	-22
CCN(CC(=O)NC1CCS(=O)(=O)C1)S(=O)(=O)c1ccc(F)cc1 (stereo not given)	.	.	-1%	22
COc1ccc(CNC(=O)Cn2cnc3c(=O)n(C)c(=O)n(C)c32)cc1	6	-1%	3%	?
O=C(Oc1cccc(Oc2ccccc2)c1)N1CCOCC1	-7	8%	-3%	?
O=C(NC(=S)Nc1cc(C(F)(F)F)ccc1Cl)c1ccccc1	-4	-15%	-6%	45
O=C(/C=C/c1ccccc1)N/C(=C/c1ccccc1)C(=O)NCCO	-2	2%	5%	64
Clc1ccc(-c2nc3ccccc3nc2-c2ccccc2)cc1	.	.	0%	20
O=C(O)Cc1sc(-c2ccccc2)nc1-c1ccccc1	?	-16%	3%	-15
COc1ccc(-n2cnnc2SCC(=O)c2ccc(S(=O)(=O)N3CCOCC3)cc2)cc1	-3	1%	2%	?
O=C(NCc1ccccc1Cl)C1CCN(S(=O)(=O)N2CCCCC2)CC1	6	9%	-2%	15
COc1ccc(CCN2C(=O)CC(Cc3ccc(Br)cc3)C2=O)cc1OC (stereo not given)	.	.	-5%	9
O=C1C=C(N2CCN(C3=CC(=O)CCC3)CC2)CCC1	6	3%	-3%	1
CC(C)c1ccc(OCC(=O)NCCO)cc1	.	.	2%	?
CC1Sc2n(c3ccccc3[n+]2C)N=C1c1ccccc1 (stereo not given)	9	.	9%	?
COc1cccc(C(=O)O/N=C(\N)c2ccc([N+](=O)[O-])cc2)c1	5	-6%	11%	53

Single values from the list:
Result of `O=C(CP(=O)(c1ccccc1)c1ccccc1)N1CCCCC1` in 15-hLO-2 inh: 6%
Result of `O=C(O)Cc1sc(-c2ccccc2)nc1-c1ccccc1` in PNC assembly inh: -15

Entries shown so far that contain a furan ring, fused or not (5):
SMILES	IMPase cell inh	15-hLO-2 inh	12-hLO inh	PNC assembly inh
O=C(O)c1ccccc1-c1ccccc1C(=O)NCc1ccco1	1	7%	-2%	35
O=C(CSc1nc2ccccc2n1CC(=O)NCc1ccccc1)NCc1ccco1	0	2%	0%	-22
Cc1nn(C)c(C(=O)NNC(=S)NCc2ccco2)c1Cl	-11	.	2%	232
c1ccc(CSc2nnc(-c3ccco3)n2Cc2ccco2)cc1	3	-11%	-5%	-11
CCOC(=O)c1oc2ccccc2c1CN1CCN(C(=O)c2ccccc2)CC1	13	.	-4%	-109*

Two entries picked at random from the list so far:
SMILES	IMPase cell inh	15-hLO-2 inh	12-hLO inh	PNC assembly inh
O=C(O)CNC(=O)CCN1C(=O)c2ccccc2C1=O	?	3%	-4%	15
Cc1nn(C)c(C(=O)NNC(=S)NCc2ccco2)c1Cl	-11	.	2%	232

Not all compounds are listed; the hit share may differ from the screen's.
